Menin-MLL TR inh: menin-MLL binding inhibition, Texas Red mutant peptide; O00255; Menin + Texas Red MLL mutant peptide, fluorescence polarization; Potency, µM (top dose mostly 61.6 µM), without a hit: at the top dose FP activity change, negative = inhibition, hits mostly inhibitors; actives 0.23% (n = 270,000); active means well fitted inhibition curve with a large enough effect in the polarisation, with a control signal flat, not every such curve was filed as active; inconclusive means small, poorly fitted or top-dose-only effect, or effect the other way, or a change in a side signal; inactive means no such curve, though single readings can be large or run the other way; the % refers to the polarisation; further: potency means the concentration at half of the fitted maximal effect; % of control where 0% means no effect; many of its hits are not listed in these tables
Mito fusion act: mitochondrial division inhibition or fusion activation; S. cerevisiae fusion-defective mutant growth rescue, CellTiterGlo 48 h; Potency, µM (titrated, usually from 46.1 µM), for the others: at the highest dose growth rescue (activation), actives largely listed as activators; actives 0.23% (n = 320,000);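 further: potency means the concentration at half of the fitted maximal effect; % of control where 0% means no effect; nearly all actives have a fitted effect of over 45% in size; temperature-sensitive fusion mutants such as fzo1-1 at 37 °C on non-fermentable ethanol glycerol medium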
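Read-out: ATP-based luminescence (CellTiterGlo, 10 min ambient) reporting growth of fusion-defective ts yeast after 48 hours at 37C on glycerol/ethanol YPEG medium in the presence of compound.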
a7 integrin act: activators of alpha7 integrin expression for muscular dystrophy; AID 624291; alpha7betagal myoblasts, beta-gal FDG fluorescence, 48 h; Potency, µM (highest dose often 38.3 µM), for inactives: top-dose activation, hits mostly activators; actives 0.064% (n = 350,000);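 further: potency means the concentration at half of the fitted maximal effect; 100% = response of the positive control SU9516; nearly all actives have a fitted effect of over 60% in size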
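alpha7betagal+/- myoblasts (passage 13, 250/well) treated 48 h at 37C with compounds at 1:260 dilution of DMSO stock. Lysed, then beta-galactosidase activity read as FDG fluorescence (ex 480/em 540) after 30 min, with pre-read for autofluorescence.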
A-T KAP1 phos: candidate therapy for ataxia-telangiectasia; […] A-T fibroblasts, KAP-1 phosphorylation AlphaLISA; neocarzinostatin DNA damage 30 min before lysis; Potency, µM (titrated, usually from 57.5 µM), for inactives: top-dose activation, most hits filed as activators; actives 0.19% (n = 320,000); AID 485349; further: potency means the concentration at half of the fitted maximal effect; % of control where 0% means no effect; nearly all actives have a fitted effect of over 45% in size
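hTERT-immortalized A-T patient fibroblasts ([…]), 500 cells/well in OPTI-MEM, 1% FBS, got compounds for 60 min, then NCS for 30 min at 37C. Lysates were then assayed for phospho-KAP-1 by AlphaLISA (anti-pKAP1 donor, anti-KAP1 acceptor beads), 6 hr at 25C.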
MBNL1-CUG inh: inhibitors of human MBNL1 binding to CUG repeat RNA. Q9NR56. TR-FRET MBNL1-His/biotin-(CUG)12 binding, 665/545 ratio. Potency, µM (highest dose often 57.5 µM), without a hit: at the highest dose activity change, negative = inhibition, most hits filed as inhibitors. actives 0.036% (n = 280,000). AID 2675; active means well fitted inhibition curve with a large enough effect in the signal ratio, with a control signal flat, not every such curve was filed as active; inconclusive means small, poorly fitted or top-dose-only effect, or effect the other way, or a change in a side signal; inactive means no such curve, though single readings can be large or run the other way; the % refers to the signal ratio; further: potency means the concentration at half of the fitted maximal effect; on the % scale 0 is the no-effect control and ±100 the full control effect
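Compounds (final 92 nM to 58 uM) are added to His-tagged MBNL1 and biotin-(CUG)12, then terbium anti-His antibody and streptavidin-XL665 (5 nM final). After 60 min at room temperature, the 665/545 nm ratio is read.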
TCR activator: activators of T cell receptors. Potency, µM (titrated, usually from 9.22 µM), for the others: at the top dose activation of IL-2 secretion, most hits filed as activators. AID 504894. 330,000 tested, under 10 active. primary human leukocytes, anti-CD3, IL-2 HTRF, 48 h; further: % of control where 0% means no effect
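Primary human leukocytes receive a-CD3 beads and test compound and are incubated 48 hr. Secreted IL-2 is then assayed by HTRF, measuring 665nm acceptor emission after 320nm excitation of the europium donor.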
PTAP TSG101 blk: blocks PTAP/TSG101 interaction to inhibit HIV-1 budding; 340,000 tested, under 10 active; Fluorescence polarization, FITC-PTAP peptide / Tsg101 binding; Q99816; Potency, µM (titrated, usually from 115 µM), for the others: top-dose activity change, negative = inhibition, hits mostly inhibitors; active means well fitted inhibition curve with a large enough effect in the main read-out, with a control signal flat, not every such curve was filed as active; inconclusive means small, poorly fitted or top-dose-only effect, or effect the other way, or a change in a side signal; inactive means no such curve, though single readings can be large or run the other way; further: potency means the concentration at half of the fitted maximal effect; % of control where 0% means no effect
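FP read-out: FITC-PTAP peptide, 50 nM final, binding Tsg101 binding domain, 10 uM final; 20 min, r.t.; 10 mM HEPES pH 7.5, 0.15 M NaCl, 0.01% Tween 20, 3 mM EDTA, 0.1 mM TCEP.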
MLL CXXC-DNA inh: MLL CXXC-DNA interaction inhibition. MLL-CXXC / FITC-HOXA9 DNA fluorescence polarization. actives 0.037% (n = 290,000). Q03164. Potency, µM (top dose mostly 115 µM), inactives show at the highest dose activity change, negative = inhibition, actives largely listed as inhibitors; active means well fitted inhibition curve with a large enough effect in the polarisation, with a control signal flat, not every such curve was filed as active; inconclusive means small, poorly fitted or top-dose-only effect, or effect the other way, or a change in a side signal; inactive means no such curve, though single readings can be large or run the other way; the % refers to the polarisation; further: potency means the concentration at half of the fitted maximal effect
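Steps: dispense CXXC domain solution (7 uM) → pin compounds or unlabeled HOX-A9 DNA control → 5 min ambient → add FLSN-HOX-A9 solution (50 nM) → spin → 30 min ambient → fluorescence polarization. Tris pH 7.5/NaCl/DTT/BSA buffer.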
ASM inhibitor: inhibitors of human secretory acid sphingomyelinase; AID 504937; Potency, µM (top dose mostly 57.5 µM), for the others: top-dose activity change, negative = inhibition, actives largely listed as inhibitors; actives 0.006% (n = 340,000); placental ASM, HMU-PC fluorogenic substrate, 60 min; P17405; further: potency means the concentration at half of the fitted maximal effect
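Human placenta-derived ASM preincubated with compound 10 min at room temperature, then reacted with 9 uM (final) fluorogenic HMU-PC substrate for 60 min at 37 C. Stop solution raises pH to 10; fluorescence read at Ex 386/Em 447 nm.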
TSHR antag: antagonists of human thyroid stimulating hormone receptor; actives 0.2% (n = 330,000); TSHR-expressing cells, TSH-stimulated cAMP HTRF, 2 h; active compounds read low; activity change, negative = inhibition, % at 11.5 µM; AID 504810;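 active means activity change below a set negative limit, meaning inhibition stronger than a set level, cut at about -70% in these data; inconclusive means activity change between two set negative limits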; further: on the % scale 0 is the no-effect control and ±100 the full control effect
Target sequence (P16473 whole entry, looked up): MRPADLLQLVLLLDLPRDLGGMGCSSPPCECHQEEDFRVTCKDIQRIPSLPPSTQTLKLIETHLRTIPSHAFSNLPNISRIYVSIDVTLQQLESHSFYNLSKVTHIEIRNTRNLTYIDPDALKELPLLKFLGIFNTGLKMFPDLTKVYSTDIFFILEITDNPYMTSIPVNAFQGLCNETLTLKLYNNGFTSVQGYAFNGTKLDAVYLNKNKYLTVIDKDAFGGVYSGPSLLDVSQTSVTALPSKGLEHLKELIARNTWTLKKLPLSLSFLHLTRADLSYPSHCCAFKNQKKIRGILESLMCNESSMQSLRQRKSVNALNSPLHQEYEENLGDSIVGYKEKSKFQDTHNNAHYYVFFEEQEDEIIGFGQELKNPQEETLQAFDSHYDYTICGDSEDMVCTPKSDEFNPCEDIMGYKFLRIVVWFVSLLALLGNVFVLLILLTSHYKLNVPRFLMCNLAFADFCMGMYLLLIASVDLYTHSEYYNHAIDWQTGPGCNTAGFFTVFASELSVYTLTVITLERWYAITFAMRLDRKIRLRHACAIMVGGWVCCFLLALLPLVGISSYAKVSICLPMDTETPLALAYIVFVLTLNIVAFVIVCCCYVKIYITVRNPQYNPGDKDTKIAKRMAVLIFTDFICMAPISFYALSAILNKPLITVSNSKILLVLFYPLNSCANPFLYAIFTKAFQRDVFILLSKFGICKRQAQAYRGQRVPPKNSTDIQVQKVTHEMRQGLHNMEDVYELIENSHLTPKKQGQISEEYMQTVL
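Read-out is FRET at 665 nm (cryptate excitation 337 nm) from a cryptate-tagged anti-cAMP antibody, competed by cell cAMP against cAMP-d2. Compounds are tested on freshly harvested TSHR cells challenged with 4nM TSH (EC80) for 2 hours at 37 deg C.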
The depositor's hits bear a star; ? = inconclusive; . = no result given; [ ] = remark or other dose. Unless noted, the call rests on the fitted dose curve; in most records, active means well fitted curve in the direction sought with a large enough effect; inconclusive means small, poorly fitted or top-dose-only effect, or another doubt; inactive means no such curve, though single readings can be large; an effect the other way counts as inactive or inconclusive. The list is partial (hit frequency here may not be typical).

entry	Structure	Menin-MLL TR inh	Mito fusion act	a7 integrin act	A-T KAP1 phos	MBNL1-CUG inh
1	CCn1c(/C=C/c2ccc(F)cc2)nc2ccccc2c1=O	12%	3%	-41%	3%	10%
2	CC(C)(C)c1ccc(CNc2ccc([N+](=O)[O-])cn2)cc1	?	19%	22%	3%	?
3	O=S(=O)(/N=C(/Nc1ccc(F)c(F)c1F)c1ccccc1)c1ccccc1	8%	-3%	9%	-1%	-18%
4	COc1ccc(Cl)cc1CN1CCOCC1	.	-3%	2%	-5%	-1%
5	COCCCNC(=O)c1cc(S(=O)(=O)N2CCOCC2)ccc1SCc1cccc(OC)c1OC	-3%	-7%	12%	-2%	-2%
6	COc1ccc(NC(=O)NCc2ccccn2)c(OC)c1	-3%	0%	44%	5%	0%
7	Cc1nnnn1CC(=O)Nc1cccc([N+](=O)[O-])c1	-9%	-2%	7%	-2%	?
8	CCN(CC)S(=O)(=O)c1ccc2c(c1)nc(SCc1nc3ccsc3c(=O)[nH]1)n2CC	1%	1%	-24%	11%	1%
9	COCCCNC(=O)Cn1nc(-c2ccccc2OC)ccc1=O	-1%	2%	37%	5%	-12%
10	CCOc1ccc2[nH]c(=O)c(C(c3nnnn3CC3CCCO3)N3CCc4ccccc4C3)cc2c1 (stereo not drawn)	-6%	-1%	9%	-1%	?
11	CC(=O)NC(C)C(=O)OCC(=O)c1ccc(Cl)s1 (stereo not drawn)	-5%	-1%	-26%	11%	14%
12	Cc1ccc(S(=O)(=O)NC2CCCCCC2)cc1	.	.	21%	3%	.

entry	TCR activator	PTAP TSG101 blk	MLL CXXC-DNA inh	ASM inhibitor	TSHR antag
1	1%	-1%	2%	-3%	-4
2	5%[46.1 µM]	1%	-4%	-11%	-4
3	7%[46.1 µM]	-10%	0%	1%	-12
4	-1%	0%	-3%	1%	-5
5	1%	0%	2%	7%	3
6	-2%	-9%	?	1%	-9
7	2%	0%	2%	1%	-2
8	3%	-4%	-2%	-11%	250
9	3%	-1%	1%	2%	-20
10	-2%	-2%	13%	81%[activator]	5
11	-12%	-9%	6%	-3%	-6
12	-1%	-1%	.	1%	8

As entered above.
CC(=O)NC(C)C(=O)OCC(=O)c1ccc(Cl)s1 (stereo not drawn) @ ASM inhibitor = -3%
CCN(CC)S(=O)(=O)c1ccc2c(c1)nc(SCc1nc3ccsc3c(=O)[nH]1)n2CC @ A-T KAP1 phos = 11%

(next part)
entry	Structure	Menin-MLL TR inh	Mito fusion act	a7 integrin act	A-T KAP1 phos	MBNL1-CUG inh
13	COc1ccccc1N(CC(=O)NCCSCc1ccc(C)cc1)S(=O)(=O)c1ccccc1	.	1%	1%	?	-9%
14	CC(C)c1ccc(S(=O)(=O)N2CCN(CCC(=O)Nc3ccc(N(C)C)cc3)CC2)cc1	-27%	-6%	-13%	-9%	-2%
15	COc1ccc(S(=O)(=O)NC(CC(C)C)C(=O)NC(C)c2cccs2)cc1 (stereo not drawn)	.	7%	-26%	4%	.
16	O=C(NCCS(=O)(=O)c1ccc(Br)cc1)c1c(F)cccc1F	-1%	-1%	40%	12%	0%
17	O=C(NC1CCCc2ccccc21)c1cccc(Br)c1 (stereo not drawn)	3%	14%	40%	7%	-5%
18	CC1CCCC(NC(=O)COC(=O)/C=C/c2ccc3c(c2)OCO3)C1C (stereo not drawn)	?	-22%	-9%	-6%	-5%
19	CCCC(=O)c1c[nH]c(C(=O)NCc2ccco2)c1	15%	2%	7%	-3%	8%
20	O=C(CC(C(=O)N1CCc2ccccc21)n1ccnc1)NCC1CCCO1 (stereo not drawn)	-2%	2%	-3%	-9%	-2%
21	CCn1c(SCC(=O)NC2CC2)nnc1-c1ccncc1	10%	3%	35%	4%	-8%
22	COc1cccc(Cn2c(=O)ccc3ccccc32)c1	-3%	-10%	-18%	5%	7%
23	Cc1[nH]n(-c2ccc([N+](=O)[O-])cc2)c(=O)c1C=NCC1CCCO1 (stereo not drawn)	?	1%	14%	-3%	?
24	O=c1[nH]c(SCc2ccc(F)cc2)nc2c1cnn2-c1ccc(F)cc1	-27%	13%	-20%	-2%	9%

entry	TCR activator	PTAP TSG101 blk	MLL CXXC-DNA inh	ASM inhibitor	TSHR antag
13	-3%	-2%	11%	0%	17
14	2%	2%	6%	-2%	-10
15	-4%	-1%	.	1%	43
16	6%	-2%	?	6%	2
17	-2%[46.1 µM]	4%	2%	-15%	3
18	4%[46.1 µM]	-3%	-7%	6%	-6
19	-6%	-2%	-5%	-1%	-2
20	7%	-9%	-2%	-1%	17
21	2%	0%	12%	3%	-8
22	9%	-6%	?	3%	18
23	13%	-6%	0%	0%	-8
24	-1%[46.1 µM]	-2%	3%	-1%	4

2 compounds from above, reduced to MLL CXXC-DNA inh and Mito fusion act.
cpd | Structure | MLL CXXC-DNA inh | Mito fusion act
8 | CCN(CC)S(=O)(=O)c1ccc2c(c1)nc(SCc1nc3ccsc3c(=O)[nH]1)n2CC | -2% | 1%
9 | COCCCNC(=O)Cn1nc(-c2ccccc2OC)ccc1=O | 1% | 2%

(next part)
entry	Structure	Menin-MLL TR inh	Mito fusion act	a7 integrin act	A-T KAP1 phos	MBNL1-CUG inh
25	COc1ccc(C(C)=O)cc1COc1ccc([N+](=O)[O-])c(C)c1	1%	3%	-16%	5%	8%
26	CC(C)(C)C(=O)Nc1cccc(-c2nc3ccccc3c(=O)o2)c1	5%	1%	15%	1%	0%
27	COc1ccc2nc(NC(=O)CN3C(=O)NC4(CCCC4)C3=O)sc2c1	.	-1%	-19%	-2%	.
28	O=C(CN1CCN(S(=O)(=O)c2ccc(Br)cc2)CC1)Nc1ccc2c(c1)OCCO2	-9%	5%	-42%[inhibitor]	3%	5%
29	COc1ccc2[nH]c3c(c2c1)CCN1C(=O)C(CC(=O)NCCc2ccccn2)C[C@H](C(=O)N(C(C)C)C(C)C)[C@@]31C (stereo partly drawn)	.	.	-9%	8%	.
30	Cc1cccc(NC(=O)NNC(=O)COc2ccc(Cl)cc2)c1	?	-1%	5%	0%	0%
31	Cc1c(Cl)cccc1Nc1ccccc1C(=O)O	?	-7%	.	3%	-3%
32	COc1cc(NC(=O)CCCc2c[nH]c3ccccc23)cc(OC)c1	?	4%	19%	9%	3%
33	CCN1CCN(c2nc3c(C)cccn3c(=O)c2/C=C(\C#N)C(=O)NC)CC1	?	3%	15%	-3%	?
34	CCCCc1nc(NCc2ccccc2)c(C#N)c2c1COC(C)(C)C2	0%	-1%	0%	4%	-3%
35	CCC(=O)N1CCN(c2ccccc2NC(=O)COc2cccc(C)c2)CC1	4%	13%	13%	11%	6%
36	CC1=CCC2C(=O)N(c3ccc(N4CCOCC4)cc3)C(=O)C2C1 (stereo not drawn)	.	-2%	13%	5%	-3%

entry	TCR activator	PTAP TSG101 blk	MLL CXXC-DNA inh	ASM inhibitor	TSHR antag
25	2%	0%	-1%	-2%	2
26	4%	-2%	-11%	-7%	-13
27	2%	-2%	.	0%	6
28	-2%	-2%	18%	-5%	-5
29	-4%[46.1 µM]	-3%	.	1%	11
30	-2%	0%	2%	0%	-4
31	-5%	-4%	-5%	8%	-11
32	9%[46.1 µM]	-8%	9%	2%	-2
33	-4%	-2%	5%	.	4
34	-6%	-1%	-6%	5%	-2
35	-102%	-1%	5%	3%	-8
36	1%	-1%	-4%	4%	-3

The list continues:
entry	Structure	Menin-MLL TR inh	Mito fusion act	a7 integrin act	A-T KAP1 phos	MBNL1-CUG inh
37	c1ccc(-c2cc3c(-n4cccc4)ncnc3o2)cc1	?	-1%	-13%	4%	?
38	CCOc1ccc(S(=O)(=O)N(CC(=O)O)c2ccccc2)cc1	7%	-2%	0%	13%	-11%
39	O=C(Nc1ccc(C(=O)Oc2ccccc2)c(O)c1)c1ccccc1	25%	3%	-30%	0%	0%
40	CCCCCOC(=O)CSc1n[nH]c(=O)[nH]c1=O	.	-5%	20%	3%	-8%
41	NCC(=O)Nc1ccc(Cl)cc1C(=O)c1ccc[nH]1	19%	-8%	20%	-4%	-5%

entry	TCR activator	PTAP TSG101 blk	MLL CXXC-DNA inh	ASM inhibitor	TSHR antag
37	-2%	-2%	3%	-8%	-8
38	2%	-2%	-4%	-3%	15
39	4%	0%	4%	-16%	-23
40	-1%	0%	4%	-4%	1
41	1%	0%	2%	6%	19
